Compound activity deposited in PubChem by National Center for Advancing Translational Sciences (NCATS).
KDM4E inh – inhibitors of human JMJD2E histone demethylase. B2RXH2. JMJD2E catalytic domain, FDH-coupled NADH fluorescence (FDH is formaldehyde dehydrogenase). Potency, µM (doses to about 57.1 µM), for the others: top-dose activity change, negative = inhibition, actives largely listed as inhibitors. actives 1.6% (n = 230,000). AID 2147; active = well fitted inhibition curve with a large enough effect, not every such curve was filed as active; inconclusive = small, poorly fitted or top-dose-only effect, or another doubt; inactive = no such curve, though single readings can be large or run the other way;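 note: 0% = wells with enzyme and -100% = buffer wells without enzyme; nearly all actives have a fitted effect of over 50% in size; many of its hits are not listed in these tables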
Target sequence (B2RXH2 1-337 limits assumed): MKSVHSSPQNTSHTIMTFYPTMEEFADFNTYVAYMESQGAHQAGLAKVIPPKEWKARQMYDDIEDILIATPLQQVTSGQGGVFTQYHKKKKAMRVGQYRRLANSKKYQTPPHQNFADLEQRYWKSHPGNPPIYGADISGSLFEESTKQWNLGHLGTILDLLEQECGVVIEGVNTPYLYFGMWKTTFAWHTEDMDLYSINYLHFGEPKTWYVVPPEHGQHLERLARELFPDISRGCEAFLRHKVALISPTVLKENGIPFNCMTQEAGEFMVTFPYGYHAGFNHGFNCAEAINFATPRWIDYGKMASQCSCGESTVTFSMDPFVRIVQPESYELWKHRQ
NPSR antagonist – blocks cAMP signaling of the human neuropeptide S receptor; Q6W5P4; CHO-NPSR cells, cAMP TR-FRET, antagonist mode; Potency, µM (highest dose often 38.3 µM), for inactives: at the top dose activity change, negative = inhibition, usual class: inhibitors; actives 1% (n = 220,000); AID 1461; note: % is set by controls: 0 for no effect and ±100 for the full control effect; nearly all actives have a fitted effect of over 50% in size; many of its hits are not listed in these tables
Epigenetic derep – derepresses silenced GFP reporter in murine cells; murine LDR cells, GFP reporter derepression, 30 h; Potency, µM (titrated, usually from 53.9 µM), without a hit: at the top dose GFP activation, most hits filed as activators; actives 0.2% (n = 280,000); note: % of control where 0% means no effect; nearly all actives have a fitted effect of over 60% in size
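In this reporter-derepression format, murine cells bearing a silenced integrated CMV-GFP locus incubate with test compound (30 h, 37 C), then are washed and imaged; fluorescent objects of 20–120 um count as induced cells.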
RECQ1 helicase – inhibitors of human RECQ1 DNA helicase; RECQ1 DNA unwinding, red fluorescence kinetic read; actives 0.54% (n = 240,000); Potency, µM (top dose mostly 57.3 µM), for the others: at the top dose activity, negative = inhibition, most hits filed as inhibitors; P46063;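 note: plate controls were vehicle for no effect and no enzyme for full effect; nearly all actives have a fitted effect of over 30% in size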
Target sequence (P46063 whole entry, looked up): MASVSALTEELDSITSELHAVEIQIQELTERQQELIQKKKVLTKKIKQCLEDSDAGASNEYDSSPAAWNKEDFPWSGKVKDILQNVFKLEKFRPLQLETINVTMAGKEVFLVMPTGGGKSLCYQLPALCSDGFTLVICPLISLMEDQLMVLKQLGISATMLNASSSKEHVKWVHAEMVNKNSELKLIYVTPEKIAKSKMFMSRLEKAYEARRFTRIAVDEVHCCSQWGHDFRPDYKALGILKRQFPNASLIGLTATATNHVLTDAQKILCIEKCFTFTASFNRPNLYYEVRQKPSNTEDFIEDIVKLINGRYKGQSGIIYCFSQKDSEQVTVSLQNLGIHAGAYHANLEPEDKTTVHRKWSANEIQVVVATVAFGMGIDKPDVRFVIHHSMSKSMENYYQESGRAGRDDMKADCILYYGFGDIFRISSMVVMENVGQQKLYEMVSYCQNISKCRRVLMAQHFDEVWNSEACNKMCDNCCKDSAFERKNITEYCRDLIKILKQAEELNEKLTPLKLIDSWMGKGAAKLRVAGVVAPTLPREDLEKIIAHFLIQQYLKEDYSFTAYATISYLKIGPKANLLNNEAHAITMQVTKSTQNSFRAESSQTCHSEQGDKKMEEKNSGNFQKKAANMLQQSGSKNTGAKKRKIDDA
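50 nM RECQ1T1 preincubated 15 min with compound in Tris pH 8.0 buffer with MgCl2, DTT, Tween-20 and 2.5 ug/ml poly(dI-dC); started with 200 nM TAMRA/BHQ-2 forked duplex and 2 mM ATP. Unwinding read as fluorescence (525/598 nm), two reads 2 h apart.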
SMN2 splice up – increases expression of the SMN2 splice variant | Potency, µM (series often up to 46.1 µM), for the others: top-dose activity change, positive = activation, most hits filed as activators | AID 1458 | HEK293 SMN2-luciferase splicing reporter, luminescence, 30-36 h | actives 2.8% (n = 210,000); note: % of control where 0% means no effect; nearly all actives have a fitted effect of over 55% in size
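HEK293 cells carry an SMN2 […]–luciferase reporter in which exon 7 inclusion puts luciferase in frame. Cells were plated 10-12 h before compound addition, then incubated 30-36 h at 37C. ONE-Glo luminescence was read; sodium butyrate at 4.5 mM final served as control.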
KinaseGlo FLuc – Kinase-Glo luciferase inhibition (counter-screen) | Q27757 | Kinase-Glo luciferase, ATP luminescence, 8 min | Potency, µM (series often up to 38.3 µM), inactives show at the top dose activity change, negative = inhibition, most hits filed as inhibitors | actives 0.28% (n = 200,000); note: % is set by controls: 0 for no effect and ±100 for the full control effect; nearly all actives have a fitted effect of over 60% in size
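Recombinant Kinase-Glo luciferase, 10 uM ATP (linear range), luciferin; imidazole pH 7.2 / KCl / MgCl2 / Tween / BSA buffer; 8 min RT; luminescence.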
IMPase Li inh – cell-permeable IMPase inhibitors with lithium potentiation. CHO-M1 cells, IP1 TR-FRET (IP-One), carbachol + lithium. Potency, µM (doses to about 59.4 µM), for inactives: at the highest dose activity, negative = IMPase inhibition, actives largely listed as inhibitors. actives 0.35% (n = 210,000);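 note: IP1 builds up when IMPase is blocked and the TR-FRET signal falls; plate controls were basal vehicle for no effect and high inhibitor control for full effect; nearly all actives have a fitted effect of over 50% in size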
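CHO-M1, 2000 cells/well, 16–30 h culture; cpd + low Li+, 30 min 37C; lysis with d2-IP1/Eu-anti-IP1 Ab, 10 min RT; TR-FRET 665/620 ratio and 620 channel; AC50 via Hill.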
RGS12 GoLoco inh – inhibitors of human Gai1-RGS12 GoLoco interaction (red fluorophore) | Gai1:RGS12 GoLoco peptide FP, rhodamine, 10 min | Potency, µM (series often up to 61.6 µM), without a hit: at the highest dose activity, negative = inhibition, usual class: inhibitors | actives 0.44% (n = 230,000) | AID 880; active = well fitted inhibition curve with a large enough effect, not every such curve was filed as active; inactive = no such curve, though single readings can be large or run the other way; note: % is set by controls: 0 for no effect and ±100 for the full control effect; nearly all actives have a fitted effect of over 30% in size; many of its hits are not listed in these tables
Numbers without * were called inactive; i = inactive; ? = inconclusive; . = no result given; [ ] = another dose, or the depositor's remark. Unless noted, calls come from the whole dose curve; as a rule, active = well fitted curve in the direction sought with a large enough effect; inconclusive = small, poorly fitted or top-dose-only effect, or another doubt; inactive = no such curve, though single readings can be large; an effect the other way counts as inactive or inconclusive. Potency is the fitted concentration of half-maximal effect. A portion of the library; the hit share may differ from the screen's.

SMILES	KDM4E inh	NPSR antagonist	Epigenetic derep	RECQ1 helicase	SMN2 splice up	KinaseGlo FLuc	IMPase Li inh	RGS12 GoLoco inh
CCOc1ccc(Nc2ncnc(N)n2)cc1	1%	0%[46.1 µM]	-1.0%	-7%	26%	-2%	26%[38.3 µM]	6%
COc1ccc(CNCc2c(C(=O)N(C)C)nc3ccc(Cl)cn23)c(OC)c1	-9%	-4%	3.8%	i	.	-1%	10%	9%
CCCN(CCC)C(=O)Cn1c(=O)n(CCCCC(=O)NC2CCCC2)c(=O)c2ccccc21	5%	-3%[46.1 µM]	4.0%	-11%	-8%	5%	15%[38.3 µM]	-2%
O=C(CSc1n[nH]c(-c2cccnc2)n1)Nc1ccccc1	9%	3%[46.1 µM]	1.2%	0%	-3%	0%	-5%	-6%
Cc1ccc(-c2n[nH]c(=S)n2/N=C/c2c(C)[nH]n(-c3ccccc3)c2=O)cc1	?	-5%	-4.0%	-7%	-28%	-7%	3%	0%
O=P(CCNCc1ccco1)(c1ccccc1)c1ccccc1	-3%	-3%[46.1 µM]	0.1%	-2%	-8%	14%	12%[38.3 µM]	-7%
CC(C)C(=O)Nc1nnc(CCc2nnc(NC(=O)C(C)C)s2)s1	-4%	10%[46.1 µM]	5.1%	-4%	2%	0%	-6%	-5%
NC(=O)COc1ccc(-n2cnnn2)cc1	-3%	5%	0.0%	-12%	.	.	-3%	7%
CNC(=S)NNC(=O)COc1ccccc1C	-13%	2%[46.1 µM]	0.5%	0%	1%	-3%	24%[38.3 µM]	0%
C/C(=N\NC(=S)NC(C)C)c1ccccc1	-6%	-59%	0.0%	2%	.	.	.	4%
CCC(C(=O)NCCC1=CCCCC1)c1ccccc1 (stereo unspecified)	0%	-7%[46.1 µM]	0.0%	-6%	1%	1%	11%	6%
O=S(=O)(/N=C(\c1ccccc1)N1CCOCC1)c1ccc(Cl)cc1	-3%	8%	-1.0%	1%	-2%	1%	-1%	-2%
Cc1csc(NC(=O)Cn2nc(C)c([N+](=O)[O-])c2C)n1	3%	9%	-1.7%	i	9%	1%	8%	1%
COc1cccc(-c2cc(C(F)(F)F)nc(-n3cncn3)n2)c1	-2%	8%[46.1 µM]	12%	0%	8%	-3%	1%[38.3 µM]	-2%
Cn1c(CCC(=O)Nc2ccccc2F)nnc1SCC(=O)Nc1ccccc1Cl	14%	0%	0.0%	i	0%	0%	-1%	-2%
CCn1nc(C)c(/C=N/NC(=O)c2ccc3c(c2)c(C)c(C)n3Cc2ccccc2)c1C	?	-14%[46.1 µM]	0.1%	-6%	-13%	-5%	35%[38.3 µM]	9%
O=C(/C=C/c1ccccc1)c1ccoc1	-1%	-1%[46.1 µM]	1.8%	-8%	-1%	6%	0%	5%
Oc1ccc(-c2csc(NCc3ccco3)n2)cc1	?	-6%[46.1 µM]	-1.0%	i	25%	-4%	20%[38.3 µM]	-14%
CC(O)[C@H]1CNC(=O)C(=O)N1CCCCC1CCCCC1 (stereo partly specified)	-2%	10%	-0.9%	13%	.	.	.	7%
O=C(COc1ccc(Cl)cc1)NCCC1=CCCCC1	-2%	-2%[46.1 µM]	-1.2%	i	3%	3%	2%[38.3 µM]	5%
Cc1[nH]c2ccccc2c1C(=O)CN1CCC(C(N)=O)(N2CCCCC2)CC1	-1%	-7%[46.1 µM]	-1.0%	-2%	-1%	2%	2%[38.3 µM]	5%
COc1cc(OC)c(-c2nn3c(-c4ccncc4)nnc3s2)cc1OC	6%	-12%[46.1 µM]	-0.2%	-3%	-15%	-8%	13%[38.3 µM]	-5%
NC(CCC(=O)NC(CCSC(CC(=O)O)C(=O)O)C(=O)NCC(=O)O)C(=O)O (stereo unspecified)	1%	.	0.3%	i	3%	-3%	2%	6%
Cc1ccc(C(=O)N/N=C2\CCSC2)cc1[N+](=O)[O-]	-1%	11%	-1.1%	1%	5%	1%	-2%	5%
Cc1ccccc1C(=O)N1CCc2cc(-c3nc(NC(=O)Cc4ccc5c(c4)OCO5)sc3C)ccc21	-5%	4%	-1.0%	5%	-64%[inhibitor]	0%	-1%	-21%
CC(C)c1nc2sc3ccccc3c(=O)c2c(=O)n1Cc1ccccc1	?	?	0.9%	-12%	.	.	.	-13%
C=CCNC(=O)c1ccc2nc(-c3ccccc3)c(-c3ccccc3)nc2c1	?	-18%[46.1 µM]	3.8%	-11%	-9%	-3%	-6%[38.3 µM]	19%
N#Cc1cc(C(=O)Cc2ccccc2)c[nH]1	3%	18%	-4.5%	-2%	3%	-2%	6%	4%
NC(=Nc1ccc(Cl)cc1)c1ccccc1	2%	3%	-0.1%	-7%	9%	0%	-11%	-3%
COc1cccc(NC(=O)NCc2c(-c3ccccc3)noc2C)c1	7%	7%	0.5%	i	.	.	.	3%
O=C(Cc1c(C(=O)O)[nH]c2ccccc12)NC1CCCC1	6%	13%	-1.8%	-6%	5%	7%	-12%	14%
CC(C)(C)c1ccc(/C=N/n2cnnc2)cc1	10%	2%	-0.1%	-3%	12%	-1%	-4%	-20%
CC(C)NC(=S)Nc1ccc2[nH]c(=O)[nH]c2c1	-1%	3%	6.6%	-4%	.	-1%	-1%	-1%
COC(=O)CN(c1ccccc1C)S(C)(=O)=O	6%	-1%[46.1 µM]	-0.1%	?	-1%	0%	-1%[38.3 µM]	1%
CC(C)n1nc(C(=O)NCCc2ccc(S(N)(=O)=O)cc2)c2ccccc2c1=O	2%	-4%[46.1 µM]	-0.8%	i	-11%	13%	0%[38.3 µM]	7%
O=c1cc(-c2ccco2)oc2ccc(Cl)cc12	?	1%[46.1 µM]	0.0%	-1%	18%	-3%	8%[38.3 µM]	8%
CCc1nnc(NC(=O)C2Cc3ccccc3CN2S(=O)(=O)c2cccs2)s1 (stereo unspecified)	16%	-14%[46.1 µM]	0.0%	-26%	?	2%	4%[38.3 µM]	7%
COc1cccc(C2NC(=O)NC(O)(C(F)(F)F)C2C(=O)c2cccnc2)c1OC (stereo unspecified)	-8%	-16%[46.1 µM]	0.8%	-7%	9%	-3%	1%[38.3 µM]	4%
O=C(CCc1nc2ccccc2c(=O)[nH]1)OCc1ccccc1F	5%	10%	-1.0%	0%	2%	-2%	-3%	-4%
NS(=O)(=O)c1ccc(NC(=O)C2COc3ccccc3O2)cc1 (stereo unspecified)	-1%	-2%[46.1 µM]	0.0%	-10%	21%	-3%	14%[38.3 µM]	6%

3 records picked at random from those above, as already listed:
SMILES	KDM4E inh	NPSR antagonist	Epigenetic derep	RECQ1 helicase	SMN2 splice up	KinaseGlo FLuc	IMPase Li inh	RGS12 GoLoco inh
C/C(=N\NC(=S)NC(C)C)c1ccccc1	-6%	-59%	0.0%	2%	.	.	.	4%
COc1ccc(CNCc2c(C(=O)N(C)C)nc3ccc(Cl)cn23)c(OC)c1	-9%	-4%	3.8%	i	.	-1%	10%	9%
CCOc1ccc(Nc2ncnc(N)n2)cc1	1%	0%[46.1 µM]	-1.0%	-7%	26%	-2%	26%[38.3 µM]	6%

Carrying on:
SMILES	KDM4E inh	NPSR antagonist	Epigenetic derep	RECQ1 helicase	SMN2 splice up	KinaseGlo FLuc	IMPase Li inh	RGS12 GoLoco inh
O=c1ccn(CCCBr)c(=O)[nH]1	3%	45%	-1.0%	i	.	.	.	4%
NC(=O)c1nn(CC(=O)Nc2ccc3c(c2)OCO3)cc1[N+](=O)[O-]	1%	9%	-1.2%	-1%	20%	1%	0%	0%
O=C(N/C(=C\c1ccco1)C(=O)N1CCCC1)c1cccs1	-8%	-9%[46.1 µM]	-3.4%	-16%	14%	2%	4%	-4%
Cc1occc1-c1nnc(SCC(=O)c2cc3ccccc3oc2=O)o1	?	-1%[46.1 µM]	0.3%	-26%	-2%	-4%	-14%[38.3 µM]	6%
Cn1c(=O)cc(OCCCC(=O)NCc2ccc3c(c2)OCO3)c2ccccc21	-8%	-1%[46.1 µM]	1.5%	-3%	?	0%	3%[38.3 µM]	11%
CC1=Nc2ccccc2N=C(NC(=O)CSC(=S)N2CCCCC2)C1c1ccccc1 (stereo unspecified)	-3%	59%	0.1%	-20%	.	.	.	11%
COc1ccccc1CNC(=O)c1n[nH]c2ccccc12	?	24%	2.2%	-8%	.	.	.	-4%
O=C(COC(=O)[C@@H]1CC(O)CN1S(=O)(=O)c1ccccc1[N+](=O)[O-])Nc1ccc2ccccc2c1 (stereo partly specified)	6%	2%	0.9%	0%	2%	0%	6%	-14%
COCCn1c(CN2CCC(Cc3ccccc3)CC2)nc2c1c(=O)n(C)c(=O)n2C	4%	-6%[46.1 µM]	-0.9%	-5%	-101%[inhibitor]	3%	9%	-2%
CC1(C)C(N(O)C(=O)Nc2ccccc2)N(c2cccc(Cl)c2)C(=O)N1O (stereo unspecified)	8%	-6%[46.1 µM]	2.0%	-3%	-8%	2%	-3%[38.3 µM]	2%
FC(F)(F)c1ccc(Oc2ccc3ccccc3c2Br)nc1	2%	-27%	-1.0%	-4%	-18%	-3%	11%	13%
CCN(CC)C(=O)Cc1c(O)c2ccccc2[nH]c1=O	?	27%	1.0%	-10%	.	.	.	0%
CN1CCC(=NNC(=O)C(=O)NCc2ccccc2)CC1	93%[activator]	3%[46.1 µM]	0.0%	-8%	4%	-2%	-2%	7%
Clc1cccc(-c2ccc(/C=N/n3cnnc3)o2)c1	?	2%[46.1 µM]	3.9%	-13%	8%	1%	6%[38.3 µM]	15%
NC(=O)COC(=O)c1ccc(Cl)c(S(=O)(=O)N2CCCCCC2)c1	-2%	-4%	-3.1%	-17%	-26%	-13%	-5%	3%
COc1cccc(C2CC(c3ccc(Br)cc3)=NN2C(=O)c2ccncc2)c1OC (stereo unspecified)	?	-58%	2.5%	-3%	-33%[inhibitor]	0%	13%	-1%
O=C(NCc1nc2ccccc2[nH]1)C1=C[C@H](C2CCCCC2)C[C@H](OCc2ccc(CO)cc2)O1	6%	?	-2.6%	15%	.	.	-1%	5%
Cc1noc(C)c1C(=O)Nc1ccc(F)cc1F	8%	-4%[46.1 µM]	0.1%	-11%	-15%	-3%	-16%[38.3 µM]	4%
CCCS(=O)(=O)c1c(S(=O)(=O)CCC)c2ccc(C(N)=O)cn2c1C(=O)c1ccc(F)cc1	0%	-7%	-2.8%	-8%	.	4%	18%	1%
